Source: PubChem BioAssay (The Scripps Research Institute Molecular Screening Center)
DAX1 inh-1 = DAX1 (NR0B1) inhibition, primary screen; HEK293T StAR-luciferase reporter, SF-1/DAX-1 repression relief; inhibition, % at 6.8 µM; hit rate 1.1% among 370,000; AID 652010;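 active means inhibition above the mean over all tested compounds plus 3 SD, cut at about 3.6% in these data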;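 further: 0% = DAX-1 cells with DMSO and 100% = cells lacking DAX-1 with DMSO; higher inhibition means more luminescence from relief of DAX-1 repression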
PLCg1 inh = blocks human PLC-gamma1 enzyme activity; AID 720700; purified PLC-gamma1, fluorogenic substrate, fluorescence; hit rate 0.84% among 370,000; inhibition, % at 12.2 µM; P19174; in the data active means inhibition above about 9.5%
ADAM10 inh = inhibitors of human ADAM10 | O14672 | recombinant ADAM10, EDANS/DABCYL FRET peptide cleavage, 3 h | inhibition, % at 7 µM | hit rate 0.62% among 370,000 | AID 720582;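 active means inhibition above a per-campaign cutoff equal to the mean of compounds falling between control-based bounds plus 3 SD, cut at about 20% in these data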;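 further: 0% = DMSO wells while the 100% control is not disclosed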
Target sequence (O14672 214-748 limits assumed): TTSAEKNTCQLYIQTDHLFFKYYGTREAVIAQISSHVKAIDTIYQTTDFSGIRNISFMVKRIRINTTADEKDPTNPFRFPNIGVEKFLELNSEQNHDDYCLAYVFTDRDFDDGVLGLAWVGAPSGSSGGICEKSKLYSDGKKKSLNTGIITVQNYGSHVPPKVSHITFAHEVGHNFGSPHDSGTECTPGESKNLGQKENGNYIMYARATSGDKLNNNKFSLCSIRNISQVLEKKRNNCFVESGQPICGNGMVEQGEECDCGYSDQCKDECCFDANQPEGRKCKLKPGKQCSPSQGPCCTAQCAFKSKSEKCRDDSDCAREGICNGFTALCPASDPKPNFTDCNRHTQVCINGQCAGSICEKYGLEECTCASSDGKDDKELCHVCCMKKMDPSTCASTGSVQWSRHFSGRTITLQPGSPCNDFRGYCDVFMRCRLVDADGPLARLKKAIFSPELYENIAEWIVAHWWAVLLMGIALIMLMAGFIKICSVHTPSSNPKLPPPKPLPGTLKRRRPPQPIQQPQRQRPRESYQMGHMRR
GAA850 FXN act = activators of GAA850 frataxin (FXN) promoter; HEK293 lucGAA850 FXN promoter luciferase reporter, 24 h; percent of 10 µM SAHA response; AID 540364; hit rate 0.56% among 360,000; activation, % at 6 µM;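 active means activation above the average of all compounds screened plus 3 SD, cutoff fixed separately per campaign, cut at about 7.5% in these data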;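 further: 0% = DMSO wells and 100% = 10 µM SAHA wells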
DAX1 inh-2 = inhibits human nuclear receptor DAX1 | inhibition, % at 6.75 µM | P51843 | hit rate 0.99% among 340,000 | AID 504766 | HEK293 Gal4-DAX1 luciferase reporter, luminescence;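 active means inhibition above the mean over all tested compounds plus 3 SD, cut at about 4.2% in these data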;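 further: 0% = DAX1-transfected cells with DMSO and 100% = empty-vector control cells with DMSO; inhibition shows as a rise in luminescence from relieved DAX1 repression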
PLC-beta3 inh = PLC-beta3 (human) inhibition, primary screen; Q01970; Purified PLC-beta3, fluorogenic substrate, fluorescence; inhibition, % at 12.2 µM; hit rate 0.18% among 370,000; in the data active means inhibition above about 11%;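 further: 0% = median of compound wells on plate and 100% = full blocker control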
hcDAF12 agonist = H. contortus DAF-12 activation, primary screen | HEK293 hcDAF-12 lit1-tk-luc reporter, luminescence; 0% DMSO, 100% Δ7-dafachronic acid | activation, % at 6.8 µM | hit rate 1.4% among 370,000 | AID 652067;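 active means activation above the mean of all tested compounds plus 3 SD, cut at about 5.5% in these data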;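 further: 100% = response to 3 µM Δ7-dafachronic acid high control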
hgDAF-12 ag = activates the H. glycines DAF-12 receptor ligand-binding domain | AID 687014 | HEK293 GAL4-hgDAF12 UAS-luciferase reporter, agonist luminescence; normalized to butyrate control | hit rate 1.8% among 370,000 | activation, % at 6.8 µM;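 active means activation above a cutoff set at the mean of all screened compounds plus 3 SD, cut at about 10% in these data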;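 further: 0% = DMSO wells and 100% = sodium butyrate wells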
ADAM17 inh = inhibitors of human ADAM17 | recombinant ADAM17, EDANS/DABCYL FRET peptide cleavage | hit rate 0.83% among 370,000 | P78536 | inhibition, % at 6.95 µM;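 active means inhibition above the mean of compounds lying between control limits plus 3 SD, set per campaign, cut at about 8.5% in these data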;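 further: 0% = DMSO-only wells as the low control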
HGIII-sPLA2 inh = Inhibits HGIII-sPLA2 liposome hydrolysis, primary screen. AID 743126. inhibition, % at 12.2 µM. hit rate 0.56% among 370,000. QFRET BODIPY PC-A2 liposome hydrolysis, fluorescence;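 active means inhibition above mean plus 3 SD of compounds lying within the high and low control bounds, cut at about 19% in these data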;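 further: 0% = median of test compound wells and 100% = no enzyme DMSO wells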
Target sequence (Q9NZ20 whole entry, looked up): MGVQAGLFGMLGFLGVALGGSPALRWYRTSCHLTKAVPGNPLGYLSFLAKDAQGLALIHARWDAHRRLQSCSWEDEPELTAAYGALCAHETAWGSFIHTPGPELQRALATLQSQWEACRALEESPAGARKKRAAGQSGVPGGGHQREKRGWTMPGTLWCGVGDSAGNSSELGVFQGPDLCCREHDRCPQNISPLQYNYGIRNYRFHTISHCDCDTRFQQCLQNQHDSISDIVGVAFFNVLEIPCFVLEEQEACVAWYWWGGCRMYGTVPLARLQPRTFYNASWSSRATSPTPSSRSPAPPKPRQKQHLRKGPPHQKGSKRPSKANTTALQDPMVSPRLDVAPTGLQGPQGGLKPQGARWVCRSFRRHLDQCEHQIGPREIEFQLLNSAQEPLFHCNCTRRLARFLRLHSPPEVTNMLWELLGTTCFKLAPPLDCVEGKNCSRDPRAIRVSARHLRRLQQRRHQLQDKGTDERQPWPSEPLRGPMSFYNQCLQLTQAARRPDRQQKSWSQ
ssDAF-12 act = S. stercoralis DAF-12 activation, primary screen; hit rate 1% among 370,000; HEK293 ssDAF-12/GRIP1 lit1-tk-luc reporter, luminescence; % of 3 µM dafachronic acid response; activation, % at 6.8 µM; AID 652126;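 active means activation above the mean over all tested compounds plus 3 SD, cut at about 0.9% in these data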;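 further: 0% = DMSO-only wells and 100% = 3 µM delta7-dafachronic acid wells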
The depositor's hits bear a star; i = inactive; · = not tested or not shown. The order is random; about 6.9% have a hit in one of these screens.

SMILES	DAX1 inh-1	PLCg1 inh	ADAM10 inh	GAA850 FXN act	DAX1 inh-2	PLC-beta3 inh	hcDAF12 agonist	hgDAF-12 ag	ADAM17 inh	HGIII-sPLA2 inh	ssDAF-12 act
COc1ccc(CCNC(=O)CCCC(=O)n2nc(C)c3ccccc32)cc1OC	0.3	1	-5	2.1	0.4	-3	0.2	0.4	-3	1	-1.7
Cc1ccc(/C=C2\C(=O)Nc3ccccc32)o1	-0.3	-20	-5	2.2	0.7	-20	5.2	2.1	-5	0	0.3
COc1cccc(CN2CCNC(=O)C2CC(=O)N(C)Cc2nc(C)cs2)c1OC (configuration not stated)	-0.4	-4	-10	-0.6	2.8	-15	-0.7	0.5	-9	8	-0.5
O=C(NC(Cc1ccccc1)C(=O)N1CCN(S(=O)(=O)c2ccccc2)CC1)c1ccccc1 (configuration not stated)	-1.4	3	-5	-0.5	-0.4	-5	-1.6	0.1	1	5	-1.1
COc1ccc(C(=O)NCC(=O)OCC(=O)Nc2ncc(Cl)cc2Cl)cc1[N+](=O)[O-]	0.9	-9	-3	0.5	1.9	-12	1.3	-0.6	-9	2	-1.0
C=CCC1(O)CC(c2ccco2)NC(c2ccco2)C1CCC (configuration not stated)	-0.2	-2	-2	-2.3	0.1	1	0.0	-0.1	-5	-2	-1.1
COc1cc(NCCCn2ccc(NC(=O)OCc3ccccc3)nc2=O)cc(OC)c1OC	-0.9	-1	-13	-2.7	-1.2	-3	1.3	-4.8	-3	13	-1.0
O=C(NCc1cccnc1)c1cc(Sc2ccc(F)cc2F)nc2ccccc12	-2.0	-6	7	0.3	-2.0	-11	-5.0	-7.6	-1	-2	-2.4
NC(=O)c1ccccc1OCC(=O)Nc1ccc2c(c1)OCCO2	4.5*	6	5	1.0	0.7	0	4.7	8.5	-6	8	-0.5
Cc1ccc(C(=O)N=c2sccn2C)o1	2.9	-6	1	2.6	0.3	-10	0.6	3.2	1	2	-0.4
COc1ccc(OC)c2sc(NC(=O)C3COc4ccccc4O3)nc12 (configuration not stated)	-0.9	-9	12	-1.1	0.4	-13	-1.5	8.8	3	-28	-1.6
COc1ccc(C(=O)CCC(=O)NCCc2ccccc2F)cc1	0.0	-1	-6	2.1	-1.2	-6	1.8	-1.4	-6	-3	-1.0
CC1CCc2c(sc3ncn(Cc4ccc(C(=O)O)cc4)c(=O)c23)C1 (configuration not stated)	0.7	2	-1	1.3	0.1	5	1.0	3.0	-1	-2	-0.6
CC(C)c1ccc(-c2nn(-c3ccccc3)cc2C2C(C#N)=C(N)OC3=C2C(=O)CC(C)(C)C3)cc1 (configuration not stated)	0.5	-32	2	0.1	-1.6	-14	-0.8	1.7	1	-8	-0.7
CCC(C)(C)NC(=O)C(c1ccccn1)N(C(=O)c1csnn1)C1CCCCC1 (configuration not stated)	-0.2	0	9	4.6	0.2	-1	-0.4	-1.6	-1	4	-1.9
CCCC(=O)NC(C)c1nc2ccccc2n1CC (configuration not stated)	1.3	-1	-9	-0.8	0.2	2	1.6	-1.9	-2	5	-1.4
NC(=O)CC(NC(=O)Cc1cccc2ccccc12)c1ccc(NCCc2ccccc2F)c([N+](=O)[O-])c1 (configuration not stated)	-0.1	1	6	-0.8	0.8	2	-0.8	-0.6	-3	-1	-1.4
Cc1ccc([C@@H]2C[C@H]3[C@@H](CN2S(=O)(=O)c2ccc(Cl)cc2)C(=O)C[C@@H](c2ccc(C)cc2)N3S(=O)(=O)c2ccc(Cl)cc2)cc1	-0.5	-3	-5	-5.8	0.2	-3	1.4	0.1	-1	7	-1.1
COc1ccc(C(c2nnnn2Cc2ccc(F)cc2)N2CCN(c3ccccc3)CC2)cc1 (configuration not stated)	-0.2	2	2	0.1	-1.0	1	-1.3	1.2	-4	3	-1.4
CCOc1ccccc1NC(=O)Nc1c(C)n(-c2ccccc2)c(=O)n1C	-0.7	0	5	-2.7	-1.9	1	-1.9	-1.4	-4	6	-1.6

Reprinted from the part before: 2 entries; new compounds follow.
SMILES	DAX1 inh-1	PLCg1 inh	ADAM10 inh	GAA850 FXN act	DAX1 inh-2	PLC-beta3 inh	hcDAF12 agonist	hgDAF-12 ag	ADAM17 inh	HGIII-sPLA2 inh	ssDAF-12 act
COc1ccc(C(c2nnnn2Cc2ccc(F)cc2)N2CCN(c3ccccc3)CC2)cc1 (configuration not stated)	-0.2	2	2	0.1	-1.0	1	-1.3	1.2	-4	3	-1.4
CCOc1ccccc1NC(=O)Nc1c(C)n(-c2ccccc2)c(=O)n1C	-0.7	0	5	-2.7	-1.9	1	-1.9	-1.4	-4	6	-1.6
CCOC(=O)c1ccc(N2CC(O)=C(c3nc4ccccc4c(=O)[nH]3)C2=N)cc1	0.2	-70	-103	1.2	0.1	-95	-0.1	1.5	-20	-1	-1.2
COc1ccc(N2CC(C(=O)OCC(=O)c3cccc(OC)c3)CC2=O)cc1 (configuration not stated)	0.2	-4	-2	-0.2	0.1	-2	0.9	1.0	-3	6	-1.1
CCOc1cc2c3c(c1)C1(OCCO1)C(=O)N3C(C)(C)CC2C (configuration not stated)	0.2	0	3	1.1	1.1	2	-0.2	0.2	3	-6	-1.1
Cc1ccnc(NC(=O)CSc2cc(=O)n(C)c3ccccc23)c1	-0.9	0	-18	1.6	0.2	2	0.9	0.1	-4	1	-1.1
CCOc1cc(NC(=S)NCCCN2CCOCC2)c(OCC)cc1NC(=O)CC(C)C	0.3	-1	-2	0.0	0.3	2	-0.3	1.2	-2	7	-1.4
CC(=O)c1cn(C)c(=O)n(C)c1=O	-0.4	3	-8	-0.1	-0.7	-4	-0.4	-0.5	-7	8	-1.6
CN(C)NC(=S)NC1CC2CCC1C2 (configuration not stated)	0.5	2	-1	-0.6	1.0	-2	2.3	0.6	1	6	-0.6
CC(OC(=O)Cc1n[nH]c(=O)c2ccccc12)C(=O)Nc1ccc(F)cc1 (configuration not stated)	2.2	2	2	0.5	-0.2	-6	-0.3	0.8	-3	-11	-1.0
CCC(=O)NC(=Nc1nc2ccccc2s1)NC(=O)CC	3.9*	4	0	8.9*	6.2*	3	3.7	13*	2	1	0.3
Cc1onc(-c2ccccc2)c1C(=O)OCC(=O)Nc1cc(S(=O)(=O)N2CCOCC2)ccc1Cl	-1.0	5	-1	-0.7	-2.1	-3	-1.2	2.9	-4	-12	-2.1
OC(COc1ccc(OCC(O)CN2CCN(Cc3ccccc3)CC2)cc1)CN1CCN(Cc2ccccc2)CC1 (configuration not stated)	-0.5	7	2	3.4	·	-3	-1.8	-1.9	4	-16	-1.2
COc1ccc(N/C=C\C(=O)c2ccc(Br)cc2)cc1OC	0.8	-43	8	4.5	0.5	-53	-0.7	3.6	3	-11	-0.7
CCOC(=O)C1(Cc2cccc(F)c2)CCN(C(=O)COC)CC1	-0.6	4	5	-0.6	1.2	-1	0.9	-1.5	-4	6	-0.3
Cc1ccc2nc(NC(=O)C3CCN(S(=O)(=O)c4cc([N+](=O)[O-])ccc4Cl)CC3)sc2c1	-0.9	1	13	-7.8	-4.0	2	-3.1	2.8	6	-5	-2.5
CN(C)C(=S)NC(C)(C)C	0.2	3	15	-1.0	0.0	-2	0.0	1.9	1	-1	-1.6
O=C(Nc1c(-c2ccccc2)nc2ncccn12)C1CC1	0.6	i	i	·	·	i	1.1	-3.1	-237	0	-1.1
Cn1c(C(=O)OCC(=O)NCc2cccs2)cc2sccc21	0.5	-2	3	-0.5	0.8	2	-1.4	-2.4	-1	2	-1.9
C#CCn1cc(Cl)cc(C(=O)Nc2ccccc2)c1=O	-0.4	-3	4	-0.4	1.9	-9	-1.3	-1.0	-7	9	-1.1
CN(CC(=O)Nc1cc(C(F)(F)F)ccc1-n1cncn1)Cc1nc2ccccc2c(=O)[nH]1	-0.6	0	-4	-0.2	-0.5	-1	0.8	-0.9	-3	-8	-1.8
COc1ccc(NC(=O)NC(=O)c2cc(OCC(F)(F)F)ccc2OCC(F)(F)F)cc1	-0.4	1	4	-0.1	-1.2	0	-0.8	-0.8	-4	-5	-2.0
COCCCNC(=O)C[C@@H]1C[C@@]2(C(=O)OC)CCCCC=C2N(Cc2ccco2)C1=O	-0.1	-1	-6	·	·	-2	-3.0	-4.2	-4	3	-1.3
Cc1c(C(=O)N(Cc2cccc(Br)c2)C2CCS(=O)(=O)C2)oc2ccc(F)cc12 (configuration not stated)	-0.6	4	12	-0.2	1.2	-5	0.3	-1.7	6	-17	-1.6
Cc1cc2c(cc(C(=O)O)n2C)s1	-0.4	-4	0	1.5	1.0	-4	4.0	2.2	-4	1	0.8
Cc1ccc(N(CC(=O)NCc2ccc3c(c2)OCO3)C(=O)CCC(=O)Nc2ccccn2)cc1	0.1	6	5	-2.8	0.8	-2	-0.4	-1.7	-1	8	-1.4
Cc1ccc(CN2C(=O)C(F)(F)Oc3ccc(C)cc32)cc1	0.2	3	1	1.5	·	4	-2.1	4.7	5	3	-0.9
COc1cc(C(O)c2nc(-c3cc(F)cc(F)c3)cs2)ccc1F (configuration not stated)	-0.2	2	18	1.5	·	4	0.0	-0.3	8	2	-0.7
Cc1ccc(OC(=O)c2ccc(Br)o2)cc1	0.9	3	6	2.1	-0.8	0	1.2	-0.8	0	10	-1.1
Cc1ccc2c(c1)cc(CN(Cc1cccnc1)C(=O)NCc1ccccc1)c1nnnn12	-0.3	3	5	-0.8	-0.5	2	-1.5	-2.0	2	4	-1.0
O=C1CCC/C(=N\NC(=O)COc2ccc(Cl)cc2)C1	0.2	-300	-150	-0.6	1.3	-362	-0.9	-2.5	-59	-121	-1.2
C=CCN1C[C@H](COC(=O)CSc2ccccc2)Oc2cccc(F)c2S1(=O)=O	-0.2	1	-1	·	·	-3	0.5	-0.6	-1	-5	-0.8
CC(C)(C)c1cccc(Cn2nnc3ccccc32)c1O	-1.5	2	15	1.5	-1.9	2	-2.3	-2.1	4	-10	-1.7
COc1cc(CCC(=O)OCC(=O)NCc2ccccc2)cc(OC)c1OC	0.2	-1	-6	1.2	0.0	-5	-0.4	-0.7	-5	7	-1.4
COc1cccc2cc(C(=O)NCc3ccccc3Br)c(=O)oc12	1.8	-6	-6	0.7	0.6	-7	0.6	1.6	-24	1	-0.8
CCOc1cc(CNc2ccc3c(c2)OCCO3)cc(Br)c1OCC(N)=O	-2.2	-4	-14	-5.4	-0.9	-3	-3.5	-6.9	-8	3	-2.5
Cc1ccc(OCCC(=O)OCC(=O)N2CCN(S(=O)(=O)c3ccc(Cl)cc3)CC2)cc1	0.2	-3	-1	0.1	1.3	-4	4.1	0.3	-6	13	-1.0
O=C(COC(=O)c1ccc(O)cc1)NCCCc1ccccc1	-0.2	1	-1	0.8	0.6	-5	-1.4	3.3	-1	-10	-1.2
OCC[C@@H]1C[C@H](O)[C@@H](O)[C@@]2(OCc3ccc(CO)cc32)O1	-0.1	1	-3	·	·	2	0.3	-1.3	-3	3	0.5
